# Screening results (PubChem)
# NOD1 NF-kB reporter: NOD1 signaling inhibitors, primary screen, cell-based, luminescence, uHTS (AID 1578); NOD1-driven NF-kB luciferase reporter cells, luminescence; higher % means a stronger effect; inhibition, % at 4 µM, or EC50 in µM where a hit was titrated; 290,000 tested, 1% active; in the data active means inhibition mostly above about 36%, no sharp cut-off; inactive means mostly below about 34%;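 further: HEK-293T reporter cells stimulated with the NOD1 agonist gamma-tri-DAP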
# GPR55 beta-arrestin: GPR55 agonists via beta-arrestin recruitment, primary screen, imaging, U2OS cells, beta-arrestin-GFP redistribution (AID 1961). G-protein coupled receptor 55 (Homo sapiens). U2OS GPR55 beta-arrestin-GFP redistribution imaging; higher % means a stronger effect. one-dose activation, % at 10 µM; EC50 in µM for titrated hits. 290,000 tested, 0.048% active;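 active means activation above 40% with more than 50 cells counted in the well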;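 further: U2OS osteosarcoma cells stably expressing GPR55 and beta-arrestin-GFP; plate controls were DMSO negative control for no effect and LPI positive control for full effect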
# GPR55 LPI antagonism: GPR55 antagonists blocking LPI-driven arrestin recruitment, primary screen, imaging, U2OS, beta-arrestin-GFP, LPI agonist (AID 2013). G-protein coupled receptor 55 (Homo sapiens). U2OS GPR55 beta-arrestin-GFP translocation imaging, LPI antagonism; higher % means a stronger effect. inhibition, % at 10 µM; hits with a dose series show IC50 in µM. 290,000 tested, 0.13% active;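 active means spots per cell inhibited over 60%, with over 100 cells counted and total cytoplasm intensity under 500,000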;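 further: U2OS cells stably carrying GPR55 and arrestin-GFP stimulated by 5 µM LPI near EC80; imaged beta-arrestin-GFP aggregate spots per cell after agonist stimulation; plate controls were LPI-stimulated DMSO wells for no effect and DMSO wells without LPI for full effect; some results filed as inactive read as strong as hits; confirmed hits need IC50 under 10 µM and bright autofluorescent wells are also inconclusive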
# KOR beta-arrestin-1: KOR agonists, beta-arrestin recruitment, primary screen, cell-based, luminescence, uHTS (AID 1777); KOR beta-arrestin recruitment, luminescence; higher % means a stronger effect; 280,000 tested, 0.02% active; one-dose activation, % at 10 µM; EC50 in µM for titrated hits; Kappa-type opioid receptor (Homo sapiens); in the data active means activation above about 50%, passing the limit was not always enough; further: a part of the inactive calls stands beside numbers as strong as those of hits
# NTR1 agonist: agonists of NTR1, primary screen, imaging, U2OS cells, beta-arrestin-GFP, high content (AID 493036) | Neurotensin receptor type 1 (Homo sapiens), P30989 | NTR1-U2OS beta-arrestin-GFP spot imaging, agonist mode | activation, % at 20 µM | 330,000 tested, 0.17% active;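 active means activation at or above 40% of the spot to cytoplasm intensity ratio, with at least 20 cells analyzed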;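 further: 0% = DMSO without peptide and 100% = 100 nM NTR1 peptide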
# Target sequence (P30989 whole entry, looked up): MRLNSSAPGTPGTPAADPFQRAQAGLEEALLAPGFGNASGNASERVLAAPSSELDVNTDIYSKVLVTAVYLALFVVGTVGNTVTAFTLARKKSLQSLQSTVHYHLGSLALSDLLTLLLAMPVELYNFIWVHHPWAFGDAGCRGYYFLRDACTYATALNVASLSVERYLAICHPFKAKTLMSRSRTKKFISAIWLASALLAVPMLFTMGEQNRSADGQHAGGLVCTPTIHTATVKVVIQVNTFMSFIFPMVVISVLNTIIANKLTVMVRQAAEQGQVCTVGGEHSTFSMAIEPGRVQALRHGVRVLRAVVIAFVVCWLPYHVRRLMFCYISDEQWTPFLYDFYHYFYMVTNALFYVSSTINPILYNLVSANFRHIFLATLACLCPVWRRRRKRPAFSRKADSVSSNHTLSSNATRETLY
# Rac1 GTP hydrolysis: MgcRacGAP GTPase-activating activity inhibitors, confirmation, biochemical, ADP Hunter fluorescence | Rac GTPase-activating protein 1 (Homo sapiens) | MgcRacGAP-stimulated Rac1 GTP hydrolysis, ADP Hunter fluorescence; higher % means a stronger effect; GST-tagged Rac1 F28L mutant substrate | inhibition, % at 30 µM; hits with a dose series show IC50 in µM | 340,000 tested, 0.6% active | AID 624330, 2012;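 active means first-screen hits whose inhibition reached a set limit at any dose in the follow-up dose series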;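 further: fluorescence reports GDP produced by GAP-driven GTP hydrolysis; strong numbers were not always called active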
# GPR35 arrestin U2OS: GPR35 antagonists blocking zaprinast-driven arrestin recruitment, primary screen, imaging, U2OS, beta-arrestin-GFP, zaprinast agonist (AID 2058). G-protein coupled receptor 35 (Homo sapiens). U2OS GPR35 beta-arrestin-GFP translocation imaging, zaprinast antagonism; higher % means a stronger effect. inhibition, % at 10 µM; hits with a dose series show IC50 in µM. 290,000 tested, 0.052% active;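 active means inhibition of at least 50% with at least 30 cells and total cytoplasm GFP at most 10,000,000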
# KOR beta-arrestin-2: KOR antagonists, beta-arrestin recruitment, cell-based, luminescence, uHTS (AID 1778); Kappa-type opioid receptor (Homo sapiens); inhibition, % at 10 µM; hits with a dose series show IC50 in µM; 290,000 tested, 0.091% active; KOR beta-arrestin recruitment, luminescence, antagonist mode; higher % means a stronger effect; in the data active means inhibition above about 50%; further: strong numbers were not always called active
# K1F lysis inhibition: inhibition of K1F phage lysis, E. coli UTI89, bacterial capsule biogenesis inhibitors, alamar blue (AID 488966); E. coli UTI89 K1F phage lysis, alamar blue, 2 h; higher % means a stronger effect; one-dose inhibition, % at 100 µM; IC50 in µM for titrated hits; 340,000 tested, 0.02% active;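 active means phage lysis inhibition, versus mean bacterial control, above a set limit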;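 further: capsule biogenesis inhibitors block K1F phage lysis so surviving cells raise fluorescence; higher fluorescence means more inhibition of phage lysis; actives were called in the ten point dose series up to 300 µM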
# NTR1 agonist cell count 20 µM: recorded beside NTR1 agonist, whose call it bears; cell count; measured here: cell count, cytotoxicity flag
# The depositor's hits bear a star; / = no result given; [ ] = another dose, or the depositor's remark.
SMILES,NOD1 NF-kB reporter,GPR55 beta-arrestin,GPR55 LPI antagonism,KOR beta-arrestin-1,NTR1 agonist,NTR1 agonist cell count 20 µM,Rac1 GTP hydrolysis,GPR35 arrestin U2OS,KOR beta-arrestin-2,K1F lysis inhibition
COc1ccc(-c2cc(C(=O)Nc3cccc(S(=O)(=O)NCc4ccco4)c3)c3ccccc3n2)cc1OC,-8%,-0.1%,14%,1.1%,6.2,62,14%,7%,-62%[20 µM],0.1%
COc1cc(C2Nc3cc(C)c(C)cc3NC3=C2C(=O)CC(C)(C)C3)ccc1OC(C)=O (stereo not given),-15%,-0.3%,4%,5.3%,1.5,65,21%,2%,-23%,-0.6%
CCC(c1nnnn1CCOC)N(Cc1ccc(C)cc1)Cc1cc2cc(OC)ccc2[nH]c1=O (stereo not given),17%,-0.1%,-7%,3.8%,5.0,40,16%,13%,-22%,0.1%
CCOC(=O)N1CCN(c2nc(C)c3c(n2)CCCC3=O)CC1,-4%,-0.1%,7%,-0.3%,0.2,94,6%,6%,19%,0.0%
O=C(Cn1cnc2ccccc2c1=O)N1CCN(c2ccc(F)cc2)CC1,-5%,-0.2%,1%,1.6%,-0.1,101,3%,-18%,-11%,1.0%
CCOC(=O)c1ccc(OCCOc2ccccc2C)cc1,-20%,-0.2%,9%,-4.5%,1.7,64,9%,9%,-6%[20 µM],-0.4%
CCOC(=O)Nc1ccc(C(N)=O)cc1,-2%,-0.1%,8%,-2.5%,2.5,46,10%,-20%,-9%,0.4%[50 µM]
FC(F)(F)c1nc2ccccc2nc1N/N=C/c1c(Cl)cccc1Cl,8%,-0.2%,6%,0.6%,7.9,46,5%,18%,16%,0.5%
O=C(NCc1ccccc1)c1nnc(CS(=O)(=O)c2ccccc2)o1,-22%,0.0%,3%,-5.8%,1.6,79,5%,2%,13%[20 µM],-1.6%
Cc1ccc(-n2c(SCC(N)=O)nc3c(oc4ccccc43)c2=O)cc1,-5%,0.0%,2%,0.9%,2.1,41,/,22%,34%,0.0%
O=C(Nc1ccccc1F)C1CCCN(S(=O)(=O)c2cccc3cccnc23)C1 (stereo not given),-5%,-0.1%,-8%,0.0%,-3.6,55,7%,-7%,13%,4.7%
CC(C)n1cnc2cc(NCc3ccco3)ccc21,-6%,0.2%,/,-0.4%,0.5,52,5%,8%,14%,3.9%
COc1cc(C2C3=C(CC(C)(C)CC3=O)OC(N)=C2[N+](=O)[O-])ccc1O (stereo not given),-8%,-0.3%,6%,-6.6%,0.2,102,5%,-8%,-32%,0.2%
Cc1cc(=O)oc2cc(OC(C)C(=O)NC3CCCC3)ccc12 (stereo not given),-41%,1.1%,-5%,-5.1%,-0.1,45,6%,-19%,4%,0.2%
COC(=O)c1ccc(C(=O)OC)c(NC(=O)CCC(=O)O)c1,-16%,-0.2%,-1%,1.8%,0.6,46,6%,5%,-16%,0.1%
CC(NC(=O)c1cc2cc(F)ccc2[nH]1)c1ccccc1 (stereo not given),2%,0.4%,3%,1.0%,1.7,96,14%,5%,15%,0.2%
COc1ccc(N/C(C)=C2/C(=O)C(=O)N(CCO)C2c2ccc(Br)cc2)cc1 (stereo not given),-1%,0.3%,5%,1.5%,3.1,95,-1%,-10%,8%,0.0%
CC(C)c1ccc(C(=O)Nc2ccc(N3CCOCC3)cc2)cc1,6%,-0.2%,-2%,-0.2%,1.6,37,8%,19%,10%,8.7%
CCSc1ncc(Cl)c(C(=O)Nc2ccc(S(N)(=O)=O)cc2)n1,-19%,0.0%,-4%,3.6%,1.0,45,2%,2%,16%,-0.3%
CCOC(=O)c1c(-c2ccc(OC)cc2)csc1/N=C/N(C)C,-22%,-0.2%,4%,-2.8%,2.5,41,-1%,-13%,/,-7.3%
COc1cc(OC)nc(S(C)(=O)=O)n1,-12%,0.8%,-5%,5.2%,3.3,72,6%,-5%,-37%,1.6%[50 µM]
CS(=O)(=O)c1ccc(Cl)c(NC(=O)COC(=O)c2c(Cl)cccc2Cl)c1,-33%,-0.1%,-4%,-5.8%,2.0,64,-2%,-15%,-21%[20 µM],0.5%
O=C(Cn1cnc2ccc(Br)cc2c1=O)c1cccs1,2%,-0.1%,20%,1.8%,-1.8,34,4%,2%,-2%,0.5%
COc1cccc(C(=O)NCCN2C(=O)S/C(=C/c3cccs3)C2=O)c1OC,-12%,-0.1%,-7%,0.1%,0.3,65,1%,-6%,-16%[20 µM],0.3%
COc1ccc(-c2csc(N3CCOCC3)n2)cc1OC,-46%,0.4%,0%,-0.7%,0.0,56,5%,-10%,8%,0.6%
Cn1nc(C(=O)Nc2nc3ccccc3[nH]2)ccc1=O,-50%,-0.2%,-23%,-1.5%,0.4,83,6%,2%,32%,-0.1%
CC(=O)Nc1ccc(NC(=O)CCn2c(=S)oc3ccccc32)cc1,-43%,0.0%,7%,0.6%,-0.9,86,2%,-6%,-33%,0.7%
Cn1ncc([N+](=O)[O-])c1C(=O)Nc1ccn(Cc2ccccc2F)n1,-39%,0.0%,21%,-5.1%,-0.1,74,1%,-11%,8%,4.4%
CCNC(=S)NNC(=O)c1nn(C)c(C)c1Cl,-46%,-0.2%,-1%,6.1%,-1.3,50,1%,-1%,-35%,1.1%
CNc1cc(N2CCCCCC2)ccc1[N+](=O)[O-],8%,-0.1%,-18%,1.9%,1.4,53,2%,10%,-12%,-0.5%[50 µM]
Cn1c2ccccc2c2n[nH]c(=O)nc21,-20%,-0.4%,2%,-2.7%,-0.5,47,5%,5%,-13%,-0.5%
C=CCOc1ccccc1C(=O)/C=C1/C(=O)Nc2ccccc21,37%*,-0.1%,18%,1.7%,50*,60*,19%,10%,-40%,0.1%
O=C(NCCS(=O)(=O)N1CCN(c2ccc(F)cc2)CC1)C1CC(=O)N(c2ccccc2)C1 (stereo not given),-4%,-0.3%,4%,-1.2%,0.2,51,2%,7%,-6%,0.0%
Cc1cc(C)c(NC(=S)N(CCCN2CCN(C)CC2)Cc2cccs2)c(C)c1,-25%,0.4%,3%,6.4%,-0.1,66,-2%,0%,-29%,0.0%
O=C(Nc1nc2ccccc2c(=O)s1)c1ccc(F)cc1Cl,0%,0.3%,-7%,7.1%,6.8,76,-1%,-5%,-30%,0.3%
COc1ccc(OC(C)C(=O)NC(C)c2ccccc2)cc1 (stereo not given),-6%,0.5%,1%,1.7%,0.6,83,-4%,-6%,-20%,-0.1%
O=c1oc2ccccc2n1Cc1ccccc1,0%,0.0%,7%,/,-0.4,107,2%,8%,2%[20 µM],3.0%
COc1ccccc1Nc1ccc(C(=O)NC2CCCCC2)cn1,-43%,-0.1%,8%,-0.2%,0.8,68,3%,-11%,29%,4.0%
O=C(Nc1ccccc1)c1ccccc1C(=O)N1CCCCC1,-24%,0.5%,0%,-2.2%,0.4,40,4%,0%,-18%,-0.9%
CC(=O)N1CCN(c2ccc(NC(=O)c3ccc(N4CCCC4)c([N+](=O)[O-])c3)cc2Cl)CC1,-18%,0.1%,3%,0.0%,1.4,51,6%,-10%,-8%,0.3%
CCc1ccc(N2CC(C(=O)Nc3ccc(S(=O)(=O)Nc4ncccn4)cc3)CC2=O)cc1 (stereo not given),-5%,-0.4%,-8%,3.9%,1.8,30,2%,4%,-29%,-0.9%
Cc1nc(S(=O)(=O)N(C)Cc2ccccc2)c(C#N)c(C)c1Cl,16%,-0.1%,-1%,8.0%,4.7,75,3%,10%,-6%,0.4%
O=c1[nH]c2c(s1)C=Nc1ccccc1N2,11%,-0.2%,-5%,11%,0.5,48,28%,-9%,10%,1.1%
O=C(CSc1ncc(-c2ccc(F)cc2)n1Cc1ccco1)Nc1nccs1,-1%,-0.2%,2%,-7.4%,2.0,95,8%,-15%,18%,1.2%
c1ccc2nc3c(cc2c1)CCCCCC3,4%,-0.1%,8%,-3.9%,0.5,47,6%,10%,18%,8.6%
CCn1c(COc2cccc(OC)c2)nnc1SCC(=O)Nc1cccc(OC)c1,-6%,-0.1%,-15%,-0.1%,0.3,81,5%,2%,-6%,0.3%
O=C(NC12CC3CC(CC(C3)C1)C2)c1ccc(-c2ccccc2Cl)o1,/,0.3%,-9%,8.2%,10,44,10%,35%,-29%,1.8%
Cc1cc(C)c(NC(=O)CC(C)(C)C)c(Cl)c1,1%,-0.1%,-7%,10%,-1.1,53,11%,10%,-36%,0.2%[50 µM]
CSc1nnc(C)c(=O)n1COC(=O)c1cc(Cl)ccc1[N+](=O)[O-],-6%,-0.2%,-9%,0.5%,1.8,62,12%,-6%,-19%,0.2%
CCCCCC(=O)Nc1nc(C)c(-c2csc(Nc3ccc(Cl)cc3)n2)s1,-21%,-0.1%,-2%,0.7%,1.7,84,5%,9%,-24%,0.3%
COc1cccc(NC(=O)COc2ccc(S(=O)(=O)NC(C)C)cc2)c1,-8%,0.0%,4%,-2.9%,1.6,61,4%,-5%,-20%,0.7%
CCOC(=O)c1cnc(SC)nc1Oc1cccc(NS(=O)(=O)c2ccccc2)c1,2%,0.6%,6%,-2.2%,5.2,75,6%,-2%,-5%,0.1%
CC1SCC(=O)N(CC(=O)Nc2ccc3c(c2)OCCO3)C1=O (stereo not given),-18%,0.2%,5%,-3.3%,-0.6,54,3%,-9%,-11%,0.2%
CCCc1cc2c(cc1NC(=O)c1ccco1)OCO2,-24%,-0.1%,-3%,-6.9%,2.1,53,3%,-10%,-5%[20 µM],0.2%
Cc1nc2ccccc2c(=O)n1CCc1ccc(O)cc1,-14%,-0.1%,-9%,-8.0%,0.0,94,29%,6%,-1%,0.0%
N/C(=N\OC(=O)Cc1cccs1)c1ccc(Cl)cc1,1%,-0.1%,2%,-1.4%,4.5,41,13%,-1%,9%,-2.2%
CCN(CC)c1ccc(NC(=O)c2cccc(OC)c2)c(C)c1,/,0.3%,1%,0.9%,-1.4,86,31%,8%,-12%,0.0%

# This is a subset; count on the stated rates, not on these rows.
